TLR9-MyD88 inh: inhibitors of human TLR9-MyD88 binding; inhibition, % at 4.98 µM; Q9NR96+Q99836; 340,000 tested, 0.21% active; CHO BLA complementation TLR9-MyD88, CCF4 FRET ratio; AID 504734;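 active = inhibition above the mean over all tested compounds plus 3 SD, cut at about 21% in these data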;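 also: 0% = DMSO only wells and 100% = clavulanate BLA inhibitor control wells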
LMP1 NFkB inh: Epstein-Barr LMP1 NF-kappaB reporter inhibition; 350,000 tested, 0.69% active; LMP1-induced NF-kappaB luciferase reporter cells, luminescence; inhibition, % at 12.5 µM; in the data active = inhibition above about 41%; inconclusive = no clear call, values can overlap the other calls;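 also: 0% = neutral control wells and 100% = reference inhibitor control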
NCOA3 inh: inhibitors of human steroid receptor coactivator 3 (SRC3); Q9Y6Q9; HEK293 GAL4-SRC3 luciferase reporter, luminescence; inhibition, % at 3.6 µM; 360,000 tested, 0.17% active; AID 588352;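 active = inhibition above a per-campaign cutoff, the mean of all compounds plus 3 SD, cut at about 60% in these data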;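 also: 0% = DMSO-treated cells and 100% = gossypol-treated cells at 36 µM; higher means less SRC3-driven luciferase light from the GAL4 reporter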
SRC2 inh: human SRC2 (NCOA2) inhibition. Q15596. HEK293 GAL4-SRC2 luciferase reporter, luminescence. inhibition, % at 9 µM. 370,000 tested, 0.17% active. AID 651957;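 active = inhibition above the mean inhibition of all tested compounds plus 3 SD, set per campaign, cut at about 52% in these data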;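 also: 0% = DMSO treated cells and 100% = cells given Gossypol at 36 µM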
Target sequence (Q15596 whole entry, looked up, the tested form may be a part): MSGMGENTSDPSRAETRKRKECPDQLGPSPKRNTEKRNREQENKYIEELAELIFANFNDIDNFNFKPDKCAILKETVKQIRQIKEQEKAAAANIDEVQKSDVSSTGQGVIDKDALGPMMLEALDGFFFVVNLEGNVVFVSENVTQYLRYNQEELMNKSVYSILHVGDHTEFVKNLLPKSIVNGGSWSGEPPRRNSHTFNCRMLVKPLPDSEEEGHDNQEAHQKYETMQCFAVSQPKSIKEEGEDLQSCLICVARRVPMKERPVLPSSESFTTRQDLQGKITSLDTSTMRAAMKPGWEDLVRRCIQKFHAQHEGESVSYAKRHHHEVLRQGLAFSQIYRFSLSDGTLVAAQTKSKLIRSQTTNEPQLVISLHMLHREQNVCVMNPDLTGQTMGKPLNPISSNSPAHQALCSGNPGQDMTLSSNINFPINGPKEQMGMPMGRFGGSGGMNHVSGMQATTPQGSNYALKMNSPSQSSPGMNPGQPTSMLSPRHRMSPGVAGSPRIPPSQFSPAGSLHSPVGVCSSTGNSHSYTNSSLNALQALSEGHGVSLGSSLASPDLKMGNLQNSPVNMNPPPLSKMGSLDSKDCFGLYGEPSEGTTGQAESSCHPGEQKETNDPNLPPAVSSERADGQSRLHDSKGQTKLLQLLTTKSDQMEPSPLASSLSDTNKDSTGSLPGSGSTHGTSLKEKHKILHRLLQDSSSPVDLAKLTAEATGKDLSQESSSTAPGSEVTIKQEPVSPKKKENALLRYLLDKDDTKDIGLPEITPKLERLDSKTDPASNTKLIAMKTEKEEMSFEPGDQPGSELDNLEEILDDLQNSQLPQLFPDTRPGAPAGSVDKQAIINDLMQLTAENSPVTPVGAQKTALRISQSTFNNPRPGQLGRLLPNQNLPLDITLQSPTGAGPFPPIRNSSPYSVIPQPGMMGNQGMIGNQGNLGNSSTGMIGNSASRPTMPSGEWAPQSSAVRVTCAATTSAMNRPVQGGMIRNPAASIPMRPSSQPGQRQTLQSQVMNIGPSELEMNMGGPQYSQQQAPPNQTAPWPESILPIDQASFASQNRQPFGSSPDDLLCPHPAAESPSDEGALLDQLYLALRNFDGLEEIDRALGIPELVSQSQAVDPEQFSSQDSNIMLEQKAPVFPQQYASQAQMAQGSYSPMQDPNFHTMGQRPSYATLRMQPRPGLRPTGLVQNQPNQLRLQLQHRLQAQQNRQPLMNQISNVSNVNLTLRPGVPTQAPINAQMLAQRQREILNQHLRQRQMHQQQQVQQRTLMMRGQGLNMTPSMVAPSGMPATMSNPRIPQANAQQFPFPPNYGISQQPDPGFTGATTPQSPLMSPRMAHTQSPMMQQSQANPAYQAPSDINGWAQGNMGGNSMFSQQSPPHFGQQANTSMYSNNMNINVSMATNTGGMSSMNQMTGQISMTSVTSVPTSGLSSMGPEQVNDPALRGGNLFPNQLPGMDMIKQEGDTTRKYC
SRC1 inh: inhibitors of human steroid receptor coactivator 1 (SRC1); Q15788; HEK293 GAL4-SRC1 luciferase reporter, luminescence; inhibition, % at 3.6 µM; 360,000 tested, 0.12% active;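 active = inhibition above the campaign mean plus 3 SD, with each screening campaign given its own cutoff, cut at about 60% in these data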;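 also: 0% = DMSO treated cells and 100% = gossypol at 36 µM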
TROY signal inh: TROY signaling inhibition; inhibition, % at 10 µM; Q293 LMP1-TROYcd NF-kB luciferase reporter, 4 h; AID 1347056; 360,000 tested, 0.98% active;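 active = compounds whose plate-normalised and pattern-corrected inhibition of the luciferase reporter signal at the single screening dose is 50% or more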
NR2F2 inh: inhibitors of human COUP-TFII (NR2F2); P24468; HEK293T NGFI-A luciferase reporter, luminescence; inhibition, % at 8.6 µM; 370,000 tested, 0.7% active;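 active = inhibition above a per-plate cutoff, mean inhibition of test wells between control levels plus 3 SD, cut at about 38% in these data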;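 also: cells cotransfected with COUP-TFII expression vector driving the NGFI-A reporter; 0% = median of COUP-TF2 test wells and 100% = reporter-only cells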
NR5A2 inv ag: suppresses constitutive activity of human LRH-1; inhibition, % at 3.6 µM; HEK293T StAR-luciferase reporter, LRH-1 transfected, 24 h; 360,000 tested, 0.13% active; O00482;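 active = inhibition above the mean inhibition of all tested compounds plus 3 SD, cut at about 73% in these data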;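 also: 0% = DMSO wells and 100% = reporter-only cells lacking LRH-1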
NOD2 RIPK2 PPI: NOD2-RIPK2 protein interaction inhibition | CHO BLA complementation NOD2-RIPK2, CCF4 ratio | 360,000 tested, 0.38% active | inhibition, % at 4.98 µM | AID 624267 | O43353; in the data active = inhibition above about 21%;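 also: 0% = vehicle only and 100% = reference blocker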
Vif imaging: inhibitors of HIV Vif. HEK293T cells, Vif self-association by quenched fluorescence, imaging, 24 h. inhibition, % at 7.49 µM. 340,000 tested, 0.35% active. AID 602346; in the data active = inhibition above about 50%, passing the limit was not always enough; inconclusive = no clear call, values can overlap the other calls; inactive = below about 31%; also: some results filed as inactive read as strong as hits
C8 TRAIL sens: sensitizes caspase-8 expressing cells to TRAIL. NB7+C8 cells + TRAIL, ATPlite viability luminescence. inhibition (viability loss, TRAIL sensitization), % at 10 µM. 360,000 tested, 1% active. AID 624354;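 active = compounds causing at least 50% loss of cell viability in the single-dose screen, relative to plate controls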
An asterisk follows results filed as active; ? = inconclusive; · = not tested or not shown. An excerpt; count on the stated rates, not on these rows.

canonical_smiles	TLR9-MyD88 inh	LMP1 NFkB inh	NCOA3 inh	SRC2 inh	SRC1 inh	TROY signal inh	NR2F2 inh	NR5A2 inv ag	NOD2 RIPK2 PPI	Vif imaging	C8 TRAIL sens
CC(=O)c1ccc2oc3ccccc3c(=O)c2c1	-0.3	-8.6	-44.9	4.5	-33.9	-56.6	-7.5	-29.0	-5.0	11.2	-15.4
O=C(COC(=O)c1cc2ccccc2cc1O)NCc1ccccc1	-4.3	?	-9.9	-1.9	-3.3	8.9	9.1	10.0	-6.8	9.1	-4.2
C=CCn1c(SCCCc2ccccc2)nc2c1c(=O)[nH]c(=O)n2C	-9.1	-6.9	-12.4	9.1	4.5	7.6	-20.6	0.9	-0.8	15.6	-6.9
Cc1cc(Cl)c(OCCCn2cncn2)c(Br)c1	-4.7	-1.0	0.8	-3.1	-7.3	9.0	10.0	-5.6	-9.0	2.3	-20.2
O=C(Nc1ccc(OC(F)F)cc1)Nc1cccc(C(F)(F)F)c1	6.7	29.0	26.2	21.9	3.3	46.4	19.7	-3.2	8.2	-9.6	59.6*
CC(CCN1CCN(c2ccc(F)cc2)CC1)c1ccccc1 (centres undefined)	-8.0	-8.7	-12.3	22.7	-10.1	7.1	19.9	1.9	-36.0	-3.7	-1.5
N=c1sccn1CC(=O)Nc1cc(Cl)ccc1Oc1ccccc1	9.9	-4.6	23.3	·	14.6	-8.5	·	4.9	8.4	-0.3	11.4
COC(=O)c1ccc(CNC(=O)c2ccc(COc3ccccc3)cc2)cc1	-4.9	7.4	21.4	-9.7	-5.1	1.9	12.6	-27.5	-8.6	2.9	14.3
C=CCNC(=O)c1sccc1Oc1ccc(F)cc1[N+](=O)[O-]	-1.9	-1.7	-1.0	-17.6	-29.1	-19.0	15.0	3.7	-12.4	-2.2	-3.9
Cc1cc(C)cc(OC(=O)CS(=O)c2ccc(C(F)(F)F)cc2[N+](=O)[O-])c1 (centres undefined)	-8.6	-25.9	22.5	21.1	-12.7	5.4	-10.7	-21.4	15.0	0.6	13.6
Cc1ccc(CN(C(=O)c2cc3ccccc3oc2=O)C2CCS(=O)(=O)C2)cc1 (centres undefined)	-0.4	3.4	-37.7	-23.9	-44.7	-55.2	-42.6	-74.7	3.0	-10.4	-1.9
CC(=O)Cn1cnc2scc(-c3ccc(C)c(C)c3)c2c1=O	2.4	2.4	2.9	-13.0	16.0	13.8	-0.3	13.3	-6.3	3.8	3.1
Cc1ccc(F)cc1C(=O)N1CCCCC1c1cc(C(=O)NCc2ccccc2)no1 (centres undefined)	·	·	-3.8	18.6	3.3	9.4	15.1	2.9	-8.1	-0.4	11.2
NC(=O)N/N=C/c1ccccc1OCc1cccc2ccccc12	-6.0	2.7	-6.4	-15.9	5.9	2.0	13.5	-10.3	1.0	-8.5	23.9
CCn1cc(C(=O)OCC(=O)c2cc(C)n(-c3ccccc3F)c2C)c(=O)c2ccc(C)nc21	0.3	7.6	19.1	11.6	-17.2	32.3	-11.2	13.2	8.1	-8.3	-4.8
O=C(/C=C/c1ccc(OCc2ccccc2)c(OCc2ccccc2)c1)c1cccnc1	0.3	-10.4	27.0	20.7	3.3	-4.2	6.8	27.4	2.2	-7.4	11.1
CC(=O)Nc1ccc(S(=O)(=O)NCCc2csc(C)n2)cc1	-4.5	-4.7	7.9	-7.5	-1.8	-3.2	-8.9	2.6	-2.7	9.7	-9.0
COc1ccc(S(=O)(=O)ON=C2CC(C)(C)N(C(C)=O)C(C)(C)C2)cc1	-6.8	4.3	-2.8	3.0	4.2	0.6	15.5	-2.1	-4.0	-3.8	-6.8
COC(=O)c1ccc(OC)c(CSc2nnc(COc3ccc(Cl)cc3)o2)c1	-12.6	-4.0	-6.9	9.9	-15.7	11.5	-5.8	2.3	11.2	-2.4	6.6
O=C(COC(=O)c1ccccc1SCC(=O)NC1CCCCC1)NC1CCCCC1	3.0	0.5	-14.0	1.3	-7.5	-7.9	-10.6	13.8	0.4	-8.3	0.2
Cc1ccccc1C(=O)N1CCC(C(N)=O)CC1	-6.0	-13.4	1.0	-28.9	-52.6	13.6	8.0	-0.1	-5.9	·	-7.1
CCC1Sc2ccccc2N(CC(=O)NCCC2=CCCCC2)C1=O (centres undefined)	-4.2	-0.4	3.9	19.5	-2.2	-22.6	4.2	-7.1	14.1	-1.1	3.0
CC(=O)c1cccc(-c2cnc3c(NC=O)cc(-c4ccc(N(C)C)cc4)cn23)c1	·	·	-29.4	-10.2	-32.3	-21.4	-13.0	-2.8	-6.9	1.9	17.5
CC(=O)c1ccc(N2CCN(S(=O)(=O)c3cn(C)cn3)CC2)cc1	-35.8	-14.5	7.1	3.5	-1.7	-15.3	4.9	10.9	0.8	4.5	-11.9

Quoted at random: two compounds from above
canonical_smiles	TLR9-MyD88 inh	LMP1 NFkB inh	NCOA3 inh	SRC2 inh	SRC1 inh	TROY signal inh	NR2F2 inh	NR5A2 inv ag	NOD2 RIPK2 PPI	Vif imaging	C8 TRAIL sens
Cc1ccccc1C(=O)N1CCC(C(N)=O)CC1	-6.0	-13.4	1.0	-28.9	-52.6	13.6	8.0	-0.1	-5.9	·	-7.1
CC(=O)c1ccc(N2CCN(S(=O)(=O)c3cn(C)cn3)CC2)cc1	-35.8	-14.5	7.1	3.5	-1.7	-15.3	4.9	10.9	0.8	4.5	-11.9

The results go on.
canonical_smiles	TLR9-MyD88 inh	LMP1 NFkB inh	NCOA3 inh	SRC2 inh	SRC1 inh	TROY signal inh	NR2F2 inh	NR5A2 inv ag	NOD2 RIPK2 PPI	Vif imaging	C8 TRAIL sens
CCC(=O)NC(C)c1cc(Cl)c2ccccc2c1O (centres undefined)	-3.9	0.6	-0.9	-19.1	2.2	-3.9	1.4	-5.9	2.8	0.8	-3.9
FC(F)(F)c1ccc(-c2noc(CN3CCCN(C4CCCCC4)CC3)n2)cc1	-1.9	-1.8	18.2	22.0	-3.7	12.6	14.7	5.3	-2.4	3.3	12.9
COc1ccc(NC(=O)CCN2CCCCC2)cc1	-13.9	-2.8	17.7	-9.1	-11.8	-1.7	8.8	-27.1	3.6	-1.9	1.4
CNc1nc2sc3c(c2c(=O)n1C)CC(C)(C)SC3	-3.2	2.2	-5.5	-11.3	-35.0	-5.7	5.5	52.2	1.2	6.1	-0.8
COc1ccc(S(=O)(=O)N2CCC(C(=O)NC3CCCC3)CC2)cc1C	-1.2	-4.1	2.3	7.5	15.4	-13.9	-12.4	2.7	-5.8	-4.7	2.1
COc1ccccc1Cc1c(-c2ccc(OC)c(OC)c2)nc2ccc(C)cn12	·	·	8.9	-17.7	-8.4	3.5	-19.4	2.5	-5.1	·	6.3
COc1ccc(S(=O)(=O)Nc2ccc(O)c3ccccc23)cc1	5.2	-7.6	6.6	22.2	5.1	7.0	13.7	8.8	-1.5	-5.6	19.1
O=C(COC(=O)C1CCN(S(=O)(=O)c2cccs2)CC1)Nc1ccc(F)cc1Cl	-0.5	11.9	-28.4	-21.7	-10.9	-6.6	6.1	1.5	14.8	-2.5	1.8
COc1ccc(CC(N)c2csc(Nc3cc(NCc4ccco4)ncn3)n2)cc1 (centres undefined)	·	·	-3.9	-28.7	-5.3	-3.2	-5.4	-16.1	-15.7	6.2	3.1
COc1ccc(OC)c(NC(=O)CN2C(=O)COc3ccc(S(=O)(=O)N4CCCC4)cc32)c1	-12.5	-7.7	5.1	-23.9	-22.8	5.2	9.2	-1.1	-3.6	14.0	2.5
CC(=O)Nc1ccc(Cl)cc1C(=O)O	2.5	-1.7	1.1	-6.7	-16.9	42.3	12.4	-2.2	4.8	5.4	-6.4
CN1C(C(=O)NCCc2cccs2)CC2Cn3c(nc4ccccc43)C21 (centres undefined)	-6.9	5.3	-11.2	12.8	2.0	1.0	2.6	-12.5	-6.0	-2.9	-5.4
CCCCN(CC)CCCNC(=O)c1ccc(CS(=O)(=O)c2ccccc2C)o1	-2.2	7.3	-3.1	-10.9	-6.0	-10.6	8.4	8.4	3.1	3.3	-2.6
CCCCCCn1c(N)c(C#N)c2ccc([N+](=O)[O-])cc2c1=O	2.7	-3.1	-8.6	13.0	4.6	-13.1	-0.3	-7.4	9.7	-2.5	0.6
NC(=O)c1cccc(S(=O)(=O)N2CC(c3ccccc3)CC2=O)c1 (centres undefined)	0.3	7.9	8.7	5.4	-2.7	-2.0	-9.2	-32.9	-12.3	-5.1	0.3
COc1ccccc1NC(=O)c1cccc(N2C(=O)C3C4C=CC(C4)C3C2=O)c1 (centres undefined)	-1.1	6.4	6.0	0.8	-17.1	0.0	8.8	9.4	-1.0	-2.8	9.2
Cc1cc(N/N=C/c2ccc(O)cc2O)c2ccccc2n1	-1.0	-2.7	-24.8	8.8	-18.5	-3.7	10.6	-18.5	0.0	-1.8	-7.0
O=C(Nc1ccc(Cl)cc1)C1CCN(C(=O)NC2CCCCC2)CC1	-0.1	4.7	0.7	-14.8	-12.9	11.3	-0.5	1.2	-3.2	-8.3	8.2
O=C(NNc1nc(-c2ccc(Br)cc2)cs1)c1ccco1	3.0	-6.9	-24.6	-60.9	-68.5	-4.9	-11.6	-55.4	-6.6	-10.7	7.9
Cc1nc(Cl)cc(N/N=C/c2ccc(O)cc2)n1	-7.7	13.4	-41.1	-15.6	-59.9	-12.4	-6.9	-9.5	-4.8	4.2	18.1
CC(C)CC1=C/C(=C/c2ccc(-c3ccccc3)o2)C(=O)O1	-0.6	-0.3	4.6	-32.1	-5.2	-8.2	11.0	-4.1	0.4	-5.7	-11.8
COc1cc(NC(=O)c2ccc(-c3ccc(F)c(F)c3)c3ccoc23)cc(OC)c1OC	·	·	13.3	10.3	-7.7	-0.6	5.6	-28.4	-12.4	-12.7	22.5
CCOC(=O)c1ccc(NC(=O)NC(C)C2CCCO2)cc1 (centres undefined)	8.0	-12.6	-27.8	-18.6	-37.8	-16.2	-25.2	-32.9	1.0	-2.2	9.5

From PubChem BioAssay
